BAZ2B block = BAZ2B (human) inhibition; AlphaScreen BAZ2B-H3K14Ac peptide displacement; AID 504333; Potency, µM (series often up to 114 µM), for the others: at the top dose activity change, negative = inhibition, hits mostly inhibitors; Q9UIF8; actives 4.4% (n = 360,000); further: potency means the concentration at half of the fitted maximal effect; on the % scale 0 is the no-effect control and ±100 the full control effect; nearly all actives have a fitted effect of over 60% in size
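In this displacement format the biotinylated H3(5-23) peptide acetylated at Lys14 serves as ligand at 50 nM, with BAZ2B at 50 nM in PBS pH 7.4 containing 0.01% Tween-20. Donor and acceptor beads are 10 ug/mL final.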
ALOX12 inh = inhibitors of human 12S-lipoxygenase ALOX12; P18054; Potency, µM (top dose mostly 108 µM), inactives show top-dose activity change, negative = inhibition, actives largely listed as inhibitors; purified 12hLO, xylenol orange hydroperoxide absorbance; actives 1.1% (n = 580,000); further: potency means the concentration at half of the fitted maximal effect; on the % scale 0 is the no-effect control and ±100 the full control effect
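Purified human 12hLO (150 nM final) in 25 mM Hepes, 0.01% Triton X-100, pH 7.0 was preincubated 15 min at room temperature with compound. Then 40 uM arachidonic acid was added, 30 min. Hydroperoxide was read by Fe-XO absorbance ratio 573/405 nm.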
GLS inh = blocks human kidney-isoform glutaminase activity; actives 0.21% (n = 410,000); Potency, µM (highest dose often 45.5 µM), for the others: at the highest dose activity change, negative = inhibition, most hits filed as inhibitors; AID 624170; GLS enzymatic activity, qHTS titration; O94925; further: potency means the concentration at half of the fitted maximal effect; on the % scale 0 is the no-effect control and ±100 the full control effect
Target sequence (O94925 whole entry, looked up, canonical isoform): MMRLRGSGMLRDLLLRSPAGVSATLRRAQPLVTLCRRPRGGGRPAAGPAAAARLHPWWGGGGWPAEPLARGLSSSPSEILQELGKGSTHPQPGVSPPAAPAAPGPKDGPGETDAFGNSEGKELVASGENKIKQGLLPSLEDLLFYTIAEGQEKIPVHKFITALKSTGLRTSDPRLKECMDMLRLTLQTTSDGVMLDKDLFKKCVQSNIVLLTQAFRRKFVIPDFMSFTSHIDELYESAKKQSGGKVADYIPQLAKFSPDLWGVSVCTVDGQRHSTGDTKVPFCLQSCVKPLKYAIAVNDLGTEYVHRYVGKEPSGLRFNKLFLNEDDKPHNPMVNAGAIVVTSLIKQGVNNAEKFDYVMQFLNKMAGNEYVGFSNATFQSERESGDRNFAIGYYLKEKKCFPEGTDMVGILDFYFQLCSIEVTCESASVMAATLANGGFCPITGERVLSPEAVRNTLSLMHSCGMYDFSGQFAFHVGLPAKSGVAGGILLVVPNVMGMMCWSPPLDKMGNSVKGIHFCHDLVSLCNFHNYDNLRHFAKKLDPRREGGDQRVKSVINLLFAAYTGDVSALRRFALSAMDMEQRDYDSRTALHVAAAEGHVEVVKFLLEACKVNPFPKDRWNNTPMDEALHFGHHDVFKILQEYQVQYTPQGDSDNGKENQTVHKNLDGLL
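hKGA; 45 mM KH2PO4 pH 8.2 + 0.02% Tween-20; cpd via pin tool; 1 mM Gln soln; GluOx/HRP/Amplex Red; RT 30 min; fluor. t0 & final.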
PI4K2A block = blocks human PI4K2A kinase activity; Q9BTU6; purified PI4K2A, ADP-Glo luminescence, 1 h; active compounds read low; activity change, negative = inhibition, % at 76.9 µM; actives 0.13% (n = 420,000); in the data active means activity change below about -50%; inconclusive means mostly about -30% to -49%;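 further: -100% = wells without enzyme as full effect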
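In this quantitative HTS, ADP production by PI4K2A was quantified luminescently after 1 h at ambient temperature; 100 microM adenosine served as plate-quality control.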
JMJD2A Tudor inh = inhibitors of human JMJD2A Tudor domain; O75164; Potency, µM (doses to about 114 µM), for inactives: top-dose activity change, negative = inhibition, usual class: inhibitors; AlphaScreen JMJD2A-Tudor / H3K4me3 peptide binding; AID 504339; actives 4.4% (n = 390,000); further: potency means the concentration at half of the fitted maximal effect; on the % scale 0 is the no-effect control and ±100 the full control effect; nearly all actives have a fitted effect of over 50% in size
G9a inh = inhibitors of human histone lysine methyltransferase G9a | actives 8.8% (n = 350,000) | Q96KQ7 | Potency, µM (highest dose often 102 µM), inactives show at the top dose activity, negative = inhibition, actives largely listed as inhibitors | AID 504332 | G9a H3K9 monomethylation, AlphaScreen, 2 h; further: potency means the concentration at half of the fitted maximal effect; on the % scale 0 is the no-effect control and ±100 the full control effect; nearly all actives have a fitted effect of over 75% in size
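Compounds were preincubated with 20 nM G9a for 15 min, after which biotinylated H3K9 peptide (500 nM) and SAM (20 uM) started a 2 h room-temperature reaction. Monomethylated product was quantified by antibody-based AlphaScreen chemiluminescence.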
ERG-DNA inh = inhibitors of human ERG Ets domain-DNA interaction. P11308. fluorescence polarization, His-ERG Ets domain / labelled DNA. Potency, µM (titrated, usually from 76.9 µM), for the others: at the top dose FP activity, negative = inhibition, most hits filed as inhibitors. actives 0.028% (n = 370,000); active means well fitted inhibition curve with a large enough effect in the polarisation, with a control signal flat; inconclusive means small, poorly fitted or top-dose-only effect, or effect the other way, or a change in a side signal; inactive means no such curve, though single readings can be large or run the other way; the % refers to the polarisation;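 further: polarization taken with two DNA probes labelled with fluorescein and Texas red; potency means the concentration at half of the fitted maximal effect; % of control where 0% means no effect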
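His-tagged ERG Ets domain (1 uM in the protein solution; 300mM KCl, 50mM Tris-HCl, 1mM EDTA, 1mM DTT, pH 7.5) received compound, then a probe mix of 5 nM fluorescein-DNA and 100nM Texas-615-DNA. Fluorescence polarization was read for both dyes.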
RGS4 inhibitor = blocks human RGS4-accelerated GTP hydrolysis | P49798 | Transcreener GDP fluorescence polarization, RGS4-accelerated GTP hydrolysis | Potency, µM (titrated, usually from 114 µM), for the others: at the top dose activity change, negative = inhibition, hits mostly inhibitors | actives 0.039% (n = 390,000); further: potency means the concentration at half of the fitted maximal effect; on the % scale 0 is the no-effect control and ±100 the full control effect; nearly all actives have a fitted effect of over 75% in size; some results filed as inactive show a strong effect at the top dose
Target sequence (P49798 whole entry, looked up): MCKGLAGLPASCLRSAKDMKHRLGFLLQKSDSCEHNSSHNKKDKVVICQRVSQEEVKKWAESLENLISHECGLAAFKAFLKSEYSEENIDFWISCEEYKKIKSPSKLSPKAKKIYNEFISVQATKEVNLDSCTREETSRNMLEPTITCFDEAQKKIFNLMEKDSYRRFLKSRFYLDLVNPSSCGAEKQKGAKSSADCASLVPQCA
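MLSMR compounds (23 nl, pin-transferred) preincubated 10 min at room temperature with a 500nM (2x) first reagent, then RGS4 at 900nM (2x) plus Transcreener GDP mix added; fluorescence polarization (620/688 nm) read before and after 90 min at 30 °C.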
HP1b chromo inh = HP1-beta chromodomain-methylated histone interaction inhibition; P83916; AlphaScreen HP1-beta / biotin-H3K9me3 peptide binding; Potency, µM (doses to about 114 µM), for inactives: top-dose activity change, negative = inhibition, actives largely listed as inhibitors; actives 0.56% (n = 390,000); AID 540317; further: potency means the concentration at half of the fitted maximal effect; nearly all actives have a fitted effect of over 70% in size; inactives centre near 23
Target sequence (P83916 whole entry, looked up): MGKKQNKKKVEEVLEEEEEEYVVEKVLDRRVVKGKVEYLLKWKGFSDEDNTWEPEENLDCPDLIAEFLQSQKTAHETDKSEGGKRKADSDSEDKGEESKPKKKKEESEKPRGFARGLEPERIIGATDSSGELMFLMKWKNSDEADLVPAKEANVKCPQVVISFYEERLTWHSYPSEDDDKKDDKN
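Compound inhibition of the preformed complex between 50 nM HP1-beta and 50 nM biotinylated H3K9me3 peptide was read by AlphaScreen. Buffer was PBS pH 7.4 with 0.01% Tween-20. Incubations ran 30 min at room temperature, with 10 ug/mL donor/acceptor beads.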
* = called active by the depositor; ? = inconclusive; . = no result given; & = joins results of further samples; ! = a repeat was not active; [ ] = dose if it differs, or a comment. Unless noted, the call rests on the fitted dose curve; in most records, active means well fitted curve in the direction sought with a large enough effect; inconclusive means small, poorly fitted or top-dose-only effect, or another doubt; inactive means no such curve, though single readings can be large; an effect the other way counts as inactive or inconclusive. Some of the compounds tested; the hit share may differ from the screen's.

SMILES	BAZ2B block	ALOX12 inh	GLS inh	PI4K2A block	JMJD2A Tudor inh	G9a inh	ERG-DNA inh	RGS4 inhibitor	HP1b chromo inh
Cc1ccc(-c2nc3ccc(Cl)cc3n2OC(=O)N(C)C)cc1	-16%	430%[activator]	-2%	1	-3%	-38%	-5%	19%	32%
CC(C)NS(=O)(=O)c1ccc(OCC(=O)N2CCN(Cc3ccccc3)CC2)cc1	.	0%	10%	-1	-13%	.	.	16%	10%
O=CC(Br)P(=O)(N1CCOCC1)N1CCOCC1 (centres undefined)	-6%	?	-2%	-16	-16%	.	-5%	-44%	-23%
O=C1NC(=O)N(Cc2ccc(F)cc2)C(=O)/C1=C/c1cccs1	79µM*	35%	-18%	-20	-29%	4µM*	16%	?	27%
O=C1NC(=O)C(=Cc2ccco2)C(=O)N1	.	?	11µM*	-25	45µM*	.	-5%	?	-34%[57 µM]
CCOC(=O)C(O)(c1cn(C)c2ccccc12)C(F)(F)F (centres undefined)	3%	0%	-9%	-4	-14%	-9%[12.7 µM]	10%	?	41%[activator]
Cc1nc2ccc(Br)cc2c(=O)n1-c1ccc([N+](=O)[O-])c(C(F)(F)F)c1	5%	15%	15%	2	-22%	18%[0.501 µM]	-2%	18%	-21%
Cc1cccc(OP(N)(N)=O)c1C	9%	4%	-2%	-4	-3%[11.4 µM]	-33%	-19%	-18%	27%
CC1([N+](=O)[O-])COP(=O)(Nc2ccccc2F)OC1 (centres undefined)	.	-17%	5%	-4	-15%	.	-2%	-16%	15%
c1ccc2c(CN3CCCCCCC3)c[nH]c2c1	-5%	?	2%	6	28µM*	?	-16%	-4%	-9%
O=C(CN1CCCCC1)NCC(=O)Nc1ccc(Br)cc1C(=O)c1ccccc1	3%[57.1 µM]	?	-3%	-3	-24%	2%[59 µM]	-4%	30%	12%
C[C@]12CC[C@H](O)CC1=CC(=O)C1C2CC[C@]2(C)C(=O)[C@H](O)CC12 (some centres undefined)	.	-2%	-12%	-16	-10%	.	2%	-13%	13%[57 µM]
OC(c1ccc(F)cc1)C(c1ccccc1)N1CCOCC1 (centres undefined)	?	9%	12%	1	-11%	-21%[59 µM]	0%	6%	35%
CCC(C)N=Cc1c(O)n(-c2ccccc2)c(=O)[nH]c1=O (centres undefined)	6%	?	-6%	4	-23%	10µM*	-2%	?	-24%
C[C@]12CC[C@H](OS(=O)(=O)O)CC1=CC[C@@H]1[C@@H]2CC[C@]2(C)C(=O)CC[C@@H]12	12%&-1%	5%&1%&4%	6%&10%&6%	1&1&1	-26%&-8%&-1%	12%[12.7 µM]	-15%&-11%&6%	1%&7%&0%	22%&16%&26%
O=c1[nH]c(=O)n(Cc2ccccc2)c(O)c1/C=C1\C=Nc2ccccc21	-16%	?	2%	-15	-32%	-45%	21%	-40%[56.9 µM]	52%[activator]
Cc1nc2ccccc2c(=O)n1-c1ccc(F)cc1F	-14%	108%[activator]	0%	0	-7%	28%	0%	8%	9%
Cc1c(NP(=O)(C(C)(C)C)C(C)(C)C)c(=O)n(-c2ccccc2)n1C	-9%	4%	13%	-2	-14%	4%	9%	13%	48%[activator]
Cn1c(O)c(C=Nc2cccc(C(F)(F)F)c2)c(=O)n(C)c1=O	-14%	?	-6%	-11	11%	-31%	-8%	-12%[56.9 µM]	31%[activator]
CCc1nc2ccccc2c(=O)n1-c1ccc2ccccc2c1	-5%	5%	4%	3	0%	-13%	-1%	22%	44%[activator]
CCOc1ccccc1OCC(=O)Nc1ccc(Cl)cc1C(=O)c1ccccc1	10%	1%	-2%	-5	-24%	23%[59 µM]	7%	-19%	49%[activator]
N[C@@H](CCl)C(=O)O	.	-6%	13%	-6&-3	?	21µM*	3%	20%[56.9 µM]	10%
O=[N+]([O-])/C=C1\NCCN1Cc1ccc(Cl)nc1	5%&-2%	?	0%&5%	-3&0	-12%&3%	50µM*!	26%&-1%	5%&19%	-25%&34%
O=c1oc2ccccc2n1CCCOc1ccccc1	25%	10%	2%	2	31%	10%[59 µM]	-3%	?	57%[activator]
O=C1NC(=O)N(c2ccccc2)C(=O)/C1=C/c1ccc(Sc2ccccc2)o1	50µM*	.	17%	?	56µM*	10µM*	?	?	0%

Complete entries as entered above.
O=c1oc2ccccc2n1CCCOc1ccccc1 is listed with BAZ2B block: 25%; ALOX12 inh: 10%; GLS inh: 2%; PI4K2A block: 2; JMJD2A Tudor inh: 31%; G9a inh: 10%[59 µM]; ERG-DNA inh: -3%; RGS4 inhibitor: ?; HP1b chromo inh: 57%[activator]
CCC(C)N=Cc1c(O)n(-c2ccccc2)c(=O)[nH]c1=O (centres undefined) is listed with BAZ2B block: 6%; ALOX12 inh: ?; GLS inh: -6%; PI4K2A block: 4; JMJD2A Tudor inh: -23%; G9a inh: 10µM*; ERG-DNA inh: -2%; RGS4 inhibitor: ?; HP1b chromo inh: -24%

Additional records
SMILES	BAZ2B block	ALOX12 inh	GLS inh	PI4K2A block	JMJD2A Tudor inh	G9a inh	ERG-DNA inh	RGS4 inhibitor	HP1b chromo inh
N#CC1(c2ccccc2)CCN(C2CC(=O)N(c3ccc4c(c3)OCO4)C2=O)CC1 (centres undefined)	-9%	4%	-4%	-2	-17%	22µM*	-9%	-14%	30%
COc1cc(C(CN)CC(=O)O)ccc1O (centres undefined)	-11%	-28%	13%	-3	10%	-32%	-8%	-16%	58%[activator]
CCN(C[C@H]1N[C@@](CC)(C(=O)OC)[C@H]2C(=O)N(Cc3ccccc3)C(=O)[C@@H]12)S(=O)(=O)c1ccc(OC)cc1	.	-14%	-1%	1	-11%	.	2%	-5%	50%[activator]
COc1ccc(C(=O)Nc2cccc(S(=O)(=O)NCc3ccco3)c2)cc1	.	-3%	3%	3	?	.	3%	-13%	-10%
CC(Cc1ccccc1)NCCC(=O)NC(C)Cc1ccccc1 (centres undefined)	4%	68%[activator]	-9%	-1	3%	18%[2.33 µM]	-8%	-29%	65%[activator]
COC(=O)C1=C(c2ccc(S(C)(=O)=O)cc2)C[C@@H]2CC[C@H]1N2C(=O)NCCCOC(C)C	.	-2%	-3%	-4	-15%	.	4%	16%	4%
O=C(O)c1ccccc1C(=O)O	?	-12%	3%	-5	-12%	1%[0.501 µM]	2%	-5%	97%[activator]
Cc1nn(Cc2ccccc2)c(Cl)c1C(=O)OC(C)C(=O)Nc1ccc(F)cc1Cl (centres undefined)	-13%	-7%	4%	-6	-13%	23%[59 µM]	-7%	-18%	9%
CCOc1cc(CNCCc2c[nH]c3ccccc23)cc(Cl)c1OC	?	?	-3%	-2	?	.	-2%	-15%	-25%
C=CCN1CCC23c4c5ccc(O)c4O[C@H]2C(=O)CC[C@@]3(O)C1C5 (some centres undefined)	.	.	18%	-4	.	32µM*!	.	0%[56.9 µM]	.
COC(=O)C1=C(c2ccc(F)cc2F)C[C@@H]2CC[C@H]1N2C(=O)NCc1ccc(F)cc1	8%	?	18%	-2	?	-7%[2.33 µM]	-6%	7%	17%
CCOc1c(Cl)cc(CNCCc2c[nH]c3ccccc23)cc1OC	?	?	20%	-2	?	?	6%	-11%	0%
CCCCn1c(=O)c(C(=O)NCCc2ccccc2)c(O)c2ccccc21	63%[activator]	8%	-8%	-5	157%[activator]	280%[activator]	14%	-13%	213%[activator]
COC(=O)C1=C(c2ccc3ccccc3c2)C[C@@H]2CC[C@H]1N2C(=O)N1CCCCC1	-33%	-3%	6%	-1	-22%	-3%[0.501 µM]	0%	-12%	33%
O=c1c2ccccc2nc(-c2ccccc2)n1-c1nccs1	5%	-5%	-6%	-1	-4%	16%	-9%	9%	44%[activator]
c1cncc(C2CCCCN2Cc2ccc3c(c2)OCO3)c1 (centres undefined)	?	-34%	0%	9	-33%	79µM*	7%	6%	1%
COc1ccc(C2=NOC(COC(=O)c3ccc4ccccc4n3)C2)cc1 (centres undefined)	-21%	?	0%	1	-9%	?	-8%	-8%	33%
CCOc1ccc(-n2c(O)c(/C=C3\C=Nc4ccccc43)c(=O)[nH]c2=O)cc1	1%	.	-7%	-8	-20%	-14%	26%	-40%	11%
COC(=O)C1=C(c2ccc(F)cc2OCc2ccccc2)C[C@@H]2CC[C@H]1N2C(=O)NCc1cccc(F)c1	2%	1%	23%	1	?	4%[0.501 µM]	-6%	?	7%
Cn1c(=O)n(C)c2cc(N3CCCC3)c(NC(=O)Nc3ccccc3)cc21	50µM*	0%	6%	-9	-22%	-34%[59 µM]	-1%	-24%	6%
CCCNc1nc(OC)nc(N2CC3CC(C2)c2cccc(=O)n2C3)n1 (centres undefined)	-4%	-6%	20%	-2	-5%	6%	12%	31%	37%
O=C(c1ccccc1)C1NC1c1ccccc1 (centres undefined)	1%	178%[activator]	-6%	-2	7%	.	-7%	4%	27%
CCOP(=O)(OCC)OCC	5%	3%	0%	5	-23%	-2%[0.501 µM]	9%	22%	5%
CCNCC1(c2ccc(OC)c(OC)c2)CCCC1	7%	27%	6%	-8	-3%	21%[59 µM]	2%	-7%	23%
Cc1cc(C(=O)Nc2ccc3c(c2)OCCO3)nn1C(C)(C)C	?	165%[activator]	1%	0	-10%	-22%	3%	33%	42%[activator]
CC1=[N+]([O-])C2(N)CCc3nonc3C2(O)C1 (centres undefined)	.	5%	-2%	1	-8%	14%[59 µM]	2%	-19%	30%
O=C(O)c1cn(Cc2ccccc2)nc1-c1ccccc1	-17%	2%	22%	-6	-10%	6%	-7%	21%	33%

Bioassay records: PubChem BioAssay, National Center for Advancing Translational Sciences (NCATS)
